Assay outcomes deposited in PubChem BioAssay by National Center for Advancing Translational Sciences (NCATS).
Epigenetic derep = regulators of epigenetic silencing causing reporter derepression in mouse cells | 280,000 tested, 0.2% active | murine LDR cells, GFP reporter derepression, 30 h | Potency, µM (doses to about 53.9 µM), for the others: at the highest dose GFP activation, hits mostly activators; active = well fitted activation curve with a large enough effect; inconclusive = small, poorly fitted or top-dose-only effect; note: % of control where 0% means no effect; nearly all actives have a fitted effect of over 60% in size
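Murine LDR cells carrying a silenced, genomically integrated CMV-driven GFP reporter were exposed to compound for 30 hours at 37 C. After PBS washes, GFP-positive cells (20–120 um objects) were counted by laser-scanning microplate cytometry.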
* = called active by the depositor; ? = inconclusive. Potency is the fitted concentration of half-maximal effect. An excerpt (hit frequency here may not be typical).

Epigenetic derep	Structure
-0.6%	O=C(CC1C(=O)N(c2ccccc2)C(=O)N1CCc1cccs1)Nc1ccc(F)cc1 (centres undefined)
1.9%	Cc1cccc(OCC(=O)N(Cc2cccc(Cl)c2)Cc2ccco2)c1C
3.4%	Cc1ccccc1Cn1cnc2nc3c(cc2c1=O)CC(C)CC3 (centres undefined)
2.6%	CN(C)S(=O)(=O)c1ccc(C(=O)Nc2ccc(-n3nncc3-c3ccccc3)cc2)cc1
-1.0%	COc1ccc(OC)c(CNC(=O)CN2N=C(c3ccc(Cl)cc3)CCC2=O)c1
?	COc1ccc2nc(NC(=O)c3nc(S(=O)(=O)Cc4ccc(C)cc4)ncc3Cl)sc2c1
0.0%	Cc1ccsc1CN(C(=O)COc1ccc(Br)cc1)C1CCS(=O)(=O)C1 (centres undefined)
-1.4%	Cc1nnc(N2CCC(C(=O)NCCc3ccccc3)CC2)c2nn(-c3ccc(Cl)cc3)c(C)c12
-1.3%	CCc1sc(Nc2cccc(Cl)c2C)nc1-c1cc2cccc(OC)c2oc1=O
-3.1%	Cc1c(-c2nsc(NC(=O)c3cccc(Cl)c3)n2)nnn1-c1ccccc1C(F)(F)F
0.0%	CC(C)OCCCNC(=O)CCCn1c(SCC(N)=O)nc2c(sc3ccccc32)c1=O
-2.3%	CCn1cc2nc(SCc3cccc(C)c3)n(CCc3ccccc3)c(=O)c2n1
-0.7%	Cc1ccc(NC(=O)Cn2c(=O)n(CCCC(=O)NCc3ccc4c(c3)OCO4)c(=O)c3ccccc32)cc1
0.0%	COC(=O)c1cc2sccc2n1CC(=O)Nc1ccc(OC)c(OC)c1
10%	Cc1ccccc1NC(=O)Cn1c(=O)n(Cc2ccco2)c(=O)c2ccc(C(=O)NC3CCCC3)cc21
-3.6%	COc1ccc(-c2cnc(C)o2)cc1S(=O)(=O)Nc1ccc(NC(C)=O)cc1
0.0%	CCCCCCNC(=O)c1c[nH]c2ccc(S(=O)(=O)N(C)c3ccc(C(C)C)cc3)cc2c1=O
-1.6%	Cc1cccc(NC(=O)c2c(NC(=O)c3ccccc3)sc3c2CCC3)c1
-1.9%	COc1ccccc1-c1noc(CSc2nnc(-c3ccccc3)n2-c2ccc(C)c(C)c2)n1
0.0%	COC(=O)c1ccc(Nc2nc(-c3ccccc3Cl)nc3ccccc23)cc1

Epigenetic derep	Structure
-0.4%	CC(=O)N1CCC(N(Cc2ccco2)C(=O)Nc2ccc(Br)cc2F)CC1
-0.2%	CCc1ccc(NC(=O)C2(c3cccs3)CCOCC2)cc1
1.5%	CNC(=O)C1CCC(Cn2c(=O)c3sccc3n(CC(=O)N3CCC(C)CC3)c2=O)CC1 (centres undefined)
2.0%	Fc1ccc(C(NCCc2ccc(Cl)cc2)c2nnc(-c3ccccc3Cl)o2)cc1 (centres undefined)
9.7%	COc1ccc(-c2n[nH]c3c2cnc2ccc(F)cc23)cc1
-1.5%	O=C(OCC1CCCO1)c1ccc2c(c1)N(Cc1ccccc1Cl)C(=O)c1ccccc1S2(=O)=O (centres undefined)
4.9%	Cc1ccc(CNC(=O)CN(c2ccc(C)cc2)S(=O)(=O)c2c(C)nn(C)c2C)cc1
-0.8%	Cc1nn(-c2ccccc2)c2sc(C(=O)Nc3ccc(Cl)cc3Cl)cc12
0.1%	Cc1cc(OCC(=O)Nc2ncn[nH]2)c(C)c(C)c1Br
2.2%	Cc1cccc(OCC(=O)Nc2c(C)ccc3nsnc23)c1C
0.0%	COc1ccc(OC)c(CNC(=O)Cn2ncc3c([nH]c4ccc(C)cc43)c2=O)c1
0.0%	CC(=O)Nc1ccc(S(=O)(=O)NC2=NCN(C(C)C)CN2)cc1
16%	O=C(COc1ccc(F)cc1)Nc1ccc2nc(SCC(=O)N3CCCC3)sc2c1
-1.3%	COc1ccc(-c2cc(C)no2)cc1S(=O)(=O)Nc1cccc(C(F)(F)F)c1
-0.2%	COC(=O)c1sccc1S(=O)(=O)N1CCN(c2ccccc2)CC1
-3.7%	O=C(Nc1cccc(Cl)c1)C1CCCN(c2ncnc3c2nc2n3CCCCC2)C1 (centres undefined)
-0.2%	Cc1ccc(N(CC(=O)NCc2ccc(Cl)cc2)S(=O)(=O)N(C)C)cc1
2.7%	CCc1cc2c(cc(C(=O)OC)n2Cc2nc(-c3ccc(C)cc3)oc2C)s1
-1.5%	CCOc1ccccc1C(=O)N1CCc2cc(OC)c(OC)cc2C1COc1ccc2c(C)cc(=O)oc2c1 (centres undefined)
4.5%	Cc1cc2ccccc2n1CCNC(=O)c1cc(C(F)(F)F)cc(C(F)(F)F)c1

Epigenetic derep	Structure
2.7%	CCC(=O)N1CCc2cc(CNS(=O)(=O)c3ccc(C(C)C)cc3)ccc21
-1.3%	CCCNC(=O)CN1CCN(c2ccc(NC(=O)c3ccc(OC)cc3)cc2C(=O)O)CC1
2.0%	COc1ccc(NC(=O)CCS(=O)(=O)c2ccc3nc(C)sc3c2)cc1Cl
0.4%	COc1ccc(C(=O)NCC(c2ccco2)S(=O)(=O)c2ccc(F)cc2)cc1 (centres undefined)
-2.5%	COc1cc(-c2noc(CN3CCN(c4cccc(Cl)c4)CC3)n2)cc(OC)c1OC
0.0%	CCn1cc(S(=O)(=O)c2ccc(C)cc2C)c(=O)c2cc(F)c(N3CCCCC3)cc21
5.3%	CCCN(C(=O)c1cc2c(=O)oc3ccccc3c2s1)c1ccccc1C
-1.3%	CC(C)(C)OC(=O)N1CCC(c2c(C(=O)N3CCN(c4ccccc4)CC3)cnn2-c2ccccc2)CC1
0.8%	Cc1cc(C)cc(NC(=O)Cn2c(-c3cncs3)nc3ccccc32)c1
-2.0%	CCc1cccc(C)c1NC(=O)CSc1nc2ccccc2nc1Cc1ccccc1
1.4%	Cc1ccc(CNC(=O)c2c(O)nc3ccccn3c2=O)cc1
-1.1%	CCOC(=O)N1CCc2c(sc(NCc3ccc(OC)c(OC)c3OC)c2C(=O)Nc2ccc(OC)cc2OC)C1
1.4%	CCc1ccc(S(=O)(=O)c2nnn3c2nc(N2CCCC(C)C2)c2cc(Cl)ccc23)cc1 (centres undefined)
0.0%	COc1ccccc1C(=O)CC1(O)C(=O)N(CC(N)=O)c2ccccc21 (centres undefined)
0.0%	O=C(NCc1ccc(Cl)cc1)C(=O)NCC(c1cccnc1)N1CCN(c2ccccc2)CC1 (centres undefined)
1.7%	Cc1cc(C)cc(NC(=O)c2sc3nc(-c4ccccc4)cn3c2C)c1
0.0%	COc1ccc(Br)cc1CNC(=O)C1CCN(c2nnc(-n3cccc3CNc3ccc(C)cc3)s2)CC1
?	CCN(c1cccc(C)c1)S(=O)(=O)c1nnc(NC(=O)c2cccs2)s1
2.9%	Cc1ccc(-n2ncc3c(N4CCC(C(N)=O)CC4)ncnc32)cc1
0.0%	CCN1C(=O)c2ccccc2Sc2ccc(NC(=O)Cc3ccc(OC)cc3)cc21

Epigenetic derep	Structure
-0.8%	Cc1ccc(-c2nn(-c3ccc(F)cc3F)c3c2cnc2ccc(F)cc23)cc1
-4.6%	CCOc1ccccc1C(=O)N(Cc1ccc(N(C)C)cc1)CC1CCCO1 (centres undefined)
-1.9%	Cc1ccc(CN(C(=O)COc2c(C)cccc2C)C2CCS(=O)(=O)C2)o1 (centres undefined)
5.9%	COc1ccc(NC(=O)CSc2nnc(NC(=O)NC3CCCCC3)s2)cc1OC
0.7%	CCc1ccc(CNC(=O)c2cc3cc(S(=O)(=O)N4CCCCC4)ccc3n2C)cc1
13%	Cc1nn(CCCC(=O)Nc2cccc(F)c2)c(=O)c2c1sc1ccccc12
0.0%	COc1ccc(NC(=O)CSc2nc3ncccc3[nH]2)c(OC)c1
-1.3%	CCOC(=O)c1c(C)oc2ncnc(NCCc3ccccc3)c12
0.8%	COc1cccc(CNC(=O)c2cnc3c(-c4ccc(F)cc4)c(C)nn3c2C)c1
-0.8%	Cc1cc(C)cc(NC(=O)CSc2oc(-c3ccco3)nc2S(=O)(=O)c2ccc(Cl)cc2)c1
1.1%	COc1cc(NC(=O)C(CCSC)NS(=O)(=O)c2ccc3c(c2)oc(=O)n3C)cc(OC)c1 (centres undefined)
1.0%	CCn1c2ccccc2c2cc(NC(=O)COc3ccc(C)c(C)c3)ccc21
0.0%	COc1ccc(OC)c(NC(=O)Cn2cnc3c(oc4ccccc43)c2=O)c1
-3.0%	O=C(c1cc(S(=O)(=O)N2CCCC2)c[nH]1)N1CCN(c2cccc(Cl)c2)CC1
0.8%	COc1cccc(C(C(=O)NCc2ccccc2)N(C(=O)Cn2nnc3ccccc32)c2cccc(C(C)=O)c2)c1 (centres undefined)
-1.9%	CCCCOc1ccccc1C(=O)Nc1onc2c1CCCC2
3.2%	CC(=O)c1cc(-c2ccccc2)n(CC(=O)NCCc2ccc(C)cc2)c1C
-3.5%	CCc1nnc(NC(=O)c2nc(SCc3ccc(F)cc3)ncc2Cl)s1
2.0%	CCc1ccc(NC(=O)C2CCC(CNS(=O)(=O)c3cccs3)CC2)cc1 (centres undefined)
0.0%	COc1ccccc1Cn1c(CNS(=O)(=O)c2ccc3c(c2)CCCC3)nc2cccnc21

Shown tab-delimited: part of the list above
mol	Epigenetic derep
Cc1cc(C)cc(NC(=O)CSc2oc(-c3ccco3)nc2S(=O)(=O)c2ccc(Cl)cc2)c1	-0.8%
COc1ccc(OC)c(NC(=O)Cn2cnc3c(oc4ccccc43)c2=O)c1	0.0%

The results go on.
Epigenetic derep	Structure
-3.3%	CCC(Cc1ccccc1)NC(=O)Cn1ncc2c3ccccc3n(Cc3ccc(F)cc3)c2c1=O (centres undefined)
-1.9%	Cc1ccc(-n2c(Cc3ccccc3)nnc2SCc2nc(-c3cccs3)no2)cc1
0.8%	COc1ccc(N2CCN(c3nc4ccccc4n4c(C)nnc34)CC2)cc1
0.0%	O=C(CN1C(=O)c2cccc3cccc1c23)Nc1cccc(F)c1
3.2%	CCOC(=O)c1ccccc1NC(=O)CSc1cn(CC(=O)N2CCCCC2)c2ccccc12
4.8%	COc1ccc(/C=C(\C#N)c2nc(-c3ccc(Cl)c(Cl)c3)cs2)cc1OC
1.3%	Cc1ccccc1Cn1c(CN2CCC(C(=O)NCc3cccnc3)CC2)cc2ccccc21
-4.7%	COc1ccccc1CNS(=O)(=O)c1c(C(=O)N2CCC(C)CC2)c(C)n(C)c1C
-0.7%	COc1ccc(OC)c(NC(=O)CSc2cn(CC(=O)N3CCCCCC3)c3ccccc23)c1
-1.8%	c1ccc2c(c1)ncc1nncn12
-1.7%	CCOC(=O)c1ccc(NC(=O)CC2C(=O)N(c3cccc(C)c3)C(=O)N2CCOC)cc1 (centres undefined)
7.1%	CCC(=O)Oc1ccc(/C=C(\C#N)c2nc3ccccc3[nH]2)cc1OC
-0.5%	COC(=O)c1ccccc1NC(=O)C1(c2cccs2)CCOCC1
?	O=C(CSc1nc2ccccc2nc1Cc1ccccc1)Nc1ccc2c(c1)OCO2
-2.7%	Cc1ccc(O)c(NC(=O)CCS(=O)(=O)c2nc(-c3cccs3)cc(C(F)(F)F)n2)c1
-2.0%	CCc1ccccc1NC(=O)c1cc(-c2ccc(OC)cc2)on1
2.7%	COc1cccc2sc(N(Cc3cccnc3)C(=O)COc3ccccc3)nc12
-1.8%	Cc1ccc(NC(=O)c2cc3c([nH]c2=O)CC(C)(C)CC3=O)c(C)c1
0.6%	CCc1ccc(Sc2cc(C(=O)NCCCOC(C)C)c3ccccc3n2)cc1
-0.8%	CC(=O)N1CCc2cc(S(=O)(=O)NC(Cc3ccccc3)C(=O)Nc3ccc(C)cc3C)ccc21 (centres undefined)

5 structures already listed, sorted by SMILES length, highest first.
Epigenetic derep	Structure
-2.7%	Cc1ccc(O)c(NC(=O)CCS(=O)(=O)c2nc(-c3cccs3)cc(C(F)(F)F)n2)c1
-1.7%	CCOC(=O)c1ccc(NC(=O)CC2C(=O)N(c3cccc(C)c3)C(=O)N2CCOC)cc1 (centres undefined)
-3.3%	CCC(Cc1ccccc1)NC(=O)Cn1ncc2c3ccccc3n(Cc3ccc(F)cc3)c2c1=O (centres undefined)
3.2%	CCOC(=O)c1ccccc1NC(=O)CSc1cn(CC(=O)N2CCCCC2)c2ccccc12
?	O=C(CSc1nc2ccccc2nc1Cc1ccccc1)Nc1ccc2c(c1)OCO2

Next section
Epigenetic derep	Structure
?	Cc1ccc(S(=O)(=O)c2nc(-c3cccs3)oc2SCC(=O)Nc2cc(C)cc(C)c2)cc1
-3.1%	COc1ccc(NC(=O)CSC2=Nc3ccccc3C3=NC(Cc4ccccc4)C(=O)N23)cc1Cl (centres undefined)
0.5%	CC1CCN(S(=O)(=O)c2ccc3c(c2)CCN3C(=O)Nc2ccc(Br)cc2F)CC1
-1.7%	Cc1cccc(N2CCN(S(=O)(=O)c3cn(C)c(C)n3)CC2)c1C
6.9%	COc1ccc(/C=C/c2nc(C#N)c(N3CCCCC3)o2)cc1OC
1.6%	CCN(CC)CCCNc1oc(/C=C/c2ccc(OC)c(OC)c2)nc1C#N
5.2%	COc1ccc(NC(=O)c2c(C)oc3ccc(O)c(CN4CCCCCC4)c23)cc1Cl
-1.2%	COc1ccc(Cl)cc1NC(=O)N1CCC(CN2CCc3ccccc3C2)CC1
-2.3%	Cc1ccc(C)c(Nc2nnc(-c3ccc(C)c(S(=O)(=O)NCC4CCCO4)c3)c3ccccc23)c1 (centres undefined)
-5.3%	CN(C)c1ccc(C(CNC(=O)COc2ccccc2)N2CCOCC2)cc1 (centres undefined)
-0.9%	Cc1ccc(NC(=O)Cn2cnc3sc(C)c(S(=O)(=O)N4CCN(c5ncccn5)CC4)c3c2=O)cc1F

Some of the entries above in a different format:
structure | Epigenetic derep
COc1ccc(OC)c(NC(=O)CSc2cn(CC(=O)N3CCCCCC3)c3ccccc23)c1 | -0.7%
CCC(=O)Oc1ccc(/C=C(\C#N)c2nc3ccccc3[nH]2)cc1OC | 7.1%
CCOC(=O)N1CCc2c(sc(NCc3ccc(OC)c(OC)c3OC)c2C(=O)Nc2ccc(OC)cc2OC)C1 | -1.1%
O=C(OCC1CCCO1)c1ccc2c(c1)N(Cc1ccccc1Cl)C(=O)c1ccccc1S2(=O)=O (centres undefined) | -1.5%
Cc1cc(C)cc(NC(=O)Cn2c(-c3cncs3)nc3ccccc32)c1 | 0.8%
